# GalR3 antagonist: human GalR3 antagonism; O60755; HEK293 GalR3-CNG cAMP membrane potential fluorescence; galR3 body fused to GalR1 C-terminus; inhibition, % at 3 µM; 360,000 tested, 0.44% active; AID 651719;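 active = inhibition above the screen-wide average plus 3 SD, cut at about 13% in these data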;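 note: forskolin and galanin both at EC90 stimulate the cells; cAMP rise reported by CNG channel membrane potential dye signal; 0% = forskolin plus galanin with DMSO and 100% = forskolin alone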
# Target sequence (O60755 1-299 limits assumed): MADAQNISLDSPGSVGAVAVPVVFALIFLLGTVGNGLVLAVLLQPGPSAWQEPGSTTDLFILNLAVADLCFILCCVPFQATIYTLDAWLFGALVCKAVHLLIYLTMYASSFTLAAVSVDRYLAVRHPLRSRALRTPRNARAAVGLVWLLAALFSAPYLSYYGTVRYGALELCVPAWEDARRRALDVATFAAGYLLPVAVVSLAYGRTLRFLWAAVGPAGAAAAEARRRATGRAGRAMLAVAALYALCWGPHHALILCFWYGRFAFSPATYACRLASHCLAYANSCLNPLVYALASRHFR
# HCV NS3 hel inh: blocks Hepatitis C virus NS3 helicase unwinding | 290,000 tested, 0.56% active | AID 1800 | inhibition, % at 10.9 µM | NS3 helicase DNA unwinding, Cy5 molecular beacon fluorescence;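 active = inhibition above the mean of all tested compounds plus 3 SD, set per campaign, cut at about 35% in these data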;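 note: 0% = DMSO wells and 100% = thioflavine S control wells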
#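 System: HCV NS3 helicase fragment; control set: DMSO and thioflavine S; technique: Cy5 fluorescence at 0 and 60 min, beacon hairpin quenching; reagent: beacon DNA duplex substrate plus ATP; replicates: singlicate; schedule: 1 h reaction at 25 °C, ATP-initiated; medium: MOPS buffer pH 6.5 with MgCl2, DTT, Tween20, BSA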
# VIM-2 inh: inhibitors of Pseudomonas aeruginosa VIM-2 metallo-beta-lactamase; purified VIM-2, nitrocefin hydrolysis, epi-absorbance fluorescence; inhibition, % at 5.6 µM; 290,000 tested, 0.89% active;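 active = inhibition above the mean of all tested compounds plus 3 SD, cutoff set per screening run, cut at about 7.5% in these data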;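 note: red hydrolysis product quenches plate fluorescence so inhibitors raise well fluorescence; 0% = enzyme with DMSO and 100% = DMSO without enzyme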
# GPR7 antag: blocks human GPR7 receptor signaling; P48145; GPR7-expressing cells, fluorescence antagonist assay; inhibition, % at 4.4 µM; 290,000 tested, 1.1% active; AID 1861; in the data active = inhibition above about 16%, passing the limit was not always enough;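 note: cells stimulated with the agonist NPW; 0% = agonist with vehicle and 100% = vehicle without agonist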
# Target sequence (P48145 whole entry, looked up): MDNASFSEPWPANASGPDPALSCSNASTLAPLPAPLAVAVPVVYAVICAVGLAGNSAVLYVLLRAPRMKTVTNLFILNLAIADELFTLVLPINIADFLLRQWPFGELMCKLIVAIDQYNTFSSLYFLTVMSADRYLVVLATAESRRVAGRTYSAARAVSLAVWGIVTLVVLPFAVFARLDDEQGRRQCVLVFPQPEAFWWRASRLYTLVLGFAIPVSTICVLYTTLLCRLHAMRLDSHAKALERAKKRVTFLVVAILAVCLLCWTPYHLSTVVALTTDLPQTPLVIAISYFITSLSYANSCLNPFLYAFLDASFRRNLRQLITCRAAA
# DNA FID counter: fluorescent intercalator displacement, NS3 helicase counter-screen. 290,000 tested, 0.17% active. DNA fluorescent intercalator displacement, fluorescence. inhibition, % at 7.9 µM. AID 1845; in the data active = inhibition above about 37%;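 note: 0% = vehicle and 100% = reference compound; higher means more ethidium bromide displaced from hairpin DNA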
# IMP-1 inh: inhibitors of Pseudomonas aeruginosa IMP-1 metallo-beta-lactamase. purified IMP-1, nitrocefin hydrolysis, epi-absorbance fluorescence. inhibition, % at 5.6 µM. 290,000 tested, 0.45% active. AID 1556;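 active = inhibition above the mean plus 3 SD of all compounds in the same screening run, cut at about 4.5% in these data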;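 note: 0% = IMP-1 with DMSO and 100% = DMSO wells lacking enzyme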
#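 system = purified recombinant IMP-1 beta-lactamase | amount = 0.2 nM IMP-1, as dispensed | medium = HEPES buffer pH 7.1 with ZnSO4 and Brij 35 | times = 25 °C, 15 min preincubation, 25 min reaction | detection = plate fluorescence quenching by hydrolysis product, ex 480/em 530 nm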
# V1R ag counter: activates human V1a receptor in oxytocin agonist counter-screen | AID 2797 | P37288 | CHO-V1R cells, Fluo-8 calcium fluorescence, agonist mode; 0% DMSO, 100% 3 nM vasopressin | activation, % at 3 µM | 320,000 tested, 0.25% active;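 active = activation above the mean activation of all tested compounds plus 3 SD, per screening run, cut at about 20% in these data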;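 note: signal is peak over basal fluorescence ratio across a 100 second FLIPR read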
# PHOSPHO1 inh: inhibitors of human PHOSPHO1 phosphatase; 290,000 tested, 1.1% active; inhibition, % at 13.3 µM; AID 1565; recombinant PHOSPHO1, absorbance phosphatase assay; in the data active = inhibition above about 60%
# Target sequence (Q8TCT1 whole entry, looked up): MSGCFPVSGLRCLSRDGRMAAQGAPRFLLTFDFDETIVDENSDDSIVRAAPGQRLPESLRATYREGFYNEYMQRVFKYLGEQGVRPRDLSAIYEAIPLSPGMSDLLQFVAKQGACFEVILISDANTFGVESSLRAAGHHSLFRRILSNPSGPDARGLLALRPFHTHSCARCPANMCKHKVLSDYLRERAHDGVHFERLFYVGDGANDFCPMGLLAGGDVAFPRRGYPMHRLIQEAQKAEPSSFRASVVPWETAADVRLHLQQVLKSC
# OXTR ag: activates the human oxytocin receptor; AID 2435; 320,000 tested, 0.32% active; activation, % at 3 µM; CHO-OTR cells, Fluo-8 calcium fluorescence; normalized: DMSO 0%, oxytocin 100%;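 active = activation above the mean of all tested compounds plus 3 SD, cutoff set per screening run, cut at about 20% in these data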;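 note: peak over basal fluorescence ratio from a 100 s FLIPR kinetic read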
# * marks the source's active call; other numbers are inactive results; / = no result given.
SMILES,GalR3 antagonist,HCV NS3 hel inh,VIM-2 inh,GPR7 antag,DNA FID counter,IMP-1 inh,V1R ag counter,PHOSPHO1 inh,OXTR ag
O=C(COC(=O)c1ccccc1SCC(=O)NC1CCS(=O)(=O)C1)NC1CCS(=O)(=O)C1 (stereo unspecified),-5,8,0.3,-16,-3,-2.5,1.9,30,0.2
O=C(NC(=S)Nc1ccccc1O)c1cccnc1,-11,2,0.1,-1,-7,-0.4,1.1,8,0.8
O=C(CSc1nc(-c2ccco2)cc(C(F)(F)F)n1)Nc1ccc(C(=O)N2CCOCC2)cc1,1,4,-2.1,5,-11,-1.9,4.3,-6,3.3
CSc1nsc(SCc2ccc(Cl)cc2)n1,-5,1,-0.7,-3,0,-3.0,-0.5,-16,-1.3
O=C(CCC(=O)c1ccc(Cl)cc1)OCC(=O)c1ccccc1,-5,-4,-5.9,-1,-17,-1.8,3.9,-153,2.7
CC(=O)N1CCc2c(sc(NC(=O)C3CCCCC3)c2C(N)=O)C1,4,-9,-0.1,-4,-16,1.7,-0.7,15,-0.4
COC(=O)c1cc(=O)n(CCc2ccccc2F)c(=Nc2ccc(F)c(Cl)c2)s1,/,-1,-1.7,1,-2,-3.1,0.3,-7,1.5
Cc1ccc(-c2cccc(C(=O)NCc3ccccc3)n2)c2ccccc12,-4,-6,-1.3,11,-26,-3.4,1.0,-4,0.7
COc1ccc(N2CCN(CCCNS(=O)(=O)c3c(C)noc3/C=C/N(C)C)CC2)cc1,/,-40,-4.0,-10,9,-2.2,0.2,-26,-0.4
Cn1cc(Br)c(C(=O)N2CCN(c3cccc(Cl)c3)CC2)n1,-5,-25,0.1,-4,-22,-3.1,3.8,6,-0.3
COCCNC(=S)N(CCc1c(C)[nH]c2ccc(OC)cc12)Cc1ccco1,-8,-7,-2.1,-4,-19,-3.3,3.0,13,-0.5
COc1ccc(Cl)cc1NC(=O)C1CCCO1 (stereo unspecified),-8,3,-1.5,-9,0,-2.6,0.1,5,-1.4
Nc1[nH]c(N=NC(=O)c2ccc(Cl)cc2)c2ccccc12,-6,2,-3.2,-7,3,-3.2,-0.3,-2,-1.0
C/C(=N\Nc1ccc(C(=O)O)cc1)c1ccc2c(c1)Nc1ccccc1S2,-5,-33,-0.8,-10,-24,-2.3,1.7,4,1.3
CCS(=O)(=O)c1nc2ccccc2n1CC(=O)N1CCOCC1,4,-5,-2.0,-6,1,-1.8,0.2,18,1.1
CC(=O)N1N=C(c2ccco2)CC1c1cc2cc(C)ccc2nc1Cl (stereo unspecified),-2,3,0.1,-11,-6,-0.1,0.0,30,-0.1
Nn1cnnc1N/N=C/c1ccc(Cl)cc1Cl,-10,6,-2.8,-3,-1,-2.0,/,15,/
NS(=O)(=O)c1ccc(NC(=S)N2CCN(C(=O)C3CCCO3)CC2)cc1 (stereo unspecified),/,-1,-0.5,-6,-2,0.2,0.4,-57,0.2
CN1CCC(CN)(N2CCN(c3ccccc3)CC2)CC1,-11,-37,0.5,-3,4,-2.9,-0.2,16,0.8
O=c1c2ccccc2c2ccccc2c(=O)n1Cc1cccnc1,-1,-16,-0.8,-9,3,-3.3,0.2,48,-0.2
CCSc1nc(O)c(CC)c(=O)n1C(C)CC (stereo unspecified),1,0,1.9,-10,-9,-2.4,0.8,-14,0.0
Oc1ccc(/C=N/Nc2nccnc2Cl)cc1,-4,-2,-3.9,-7,-1,-1.2,-0.7,-1,-1.1
N#Cc1ccccc1OCC(=O)C1CC1,4,7,-2.6,-10,0,-1.1,0.3,-1,0.0
CCOC(=O)Cc1cc(=O)n2[nH]c(C)cc2n1,0,1,-2.8,-11,-4,-2.0,0.3,18,0.1
COCCN=C1NC(=O)C(CC(=O)Nc2cccc(Cl)c2C)S1 (stereo unspecified),1,10,-0.6,4,-1,-4.0,1.0,8,-0.1

# The list goes on:
SMILES,GalR3 antagonist,HCV NS3 hel inh,VIM-2 inh,GPR7 antag,DNA FID counter,IMP-1 inh,V1R ag counter,PHOSPHO1 inh,OXTR ag
COc1ccccc1-c1c(NC(=O)C(C)C)n(C)c2ccccc2c1=O,-4,0,-0.8,-13,-8,0.5,0.9,3,0.5
CCc1n[nH]c(=S)n1N=C1CCC(C)CC1 (stereo unspecified),-6,0,-3.2,-7,1,-2.9,0.7,4,-0.5
COc1ccc(/C(O)=C2/C(=O)C(=O)N(c3ccccn3)C2c2ccc(F)cc2)cc1 (stereo unspecified),-12,17,-0.4,-8,-49,-3.4,/,37,/
OCCCC1CCCN(Cc2cn[nH]c2-c2ccc(F)cc2F)C1 (stereo unspecified),-5,-8,-2.7,-17,0,-1.7,0.0,-12,-0.1
CSc1nnc2c3c4c(sc3nc(-n3nc(C)cc3C)n12)COC(C)(C)C4,-1,5,6.6,-6,-28,-4.8,/,19,/
COc1ccc(C(=O)NC2CCCc3ccccc32)c(OC)c1OC (stereo unspecified),-7,-5,-0.9,-10,-37,-1.3,1.7,36,1.0
O=C(c1csc2ccccc12)N1CCCCCC1,-5,-2,-3.5,-14,-6,-4.1,-0.3,-12,-2.2
COC(=O)C1CCN(S(=O)(=O)Cc2ccccc2Cl)CC1,-3,13,0.0,-7,-9,0.5,/,24,/
O=C(c1ccccc1Cl)N(Cc1ccccc1F)N1C(=O)CCCC1=O,1,4,-4.8,3,-12,-5.1,0.2,32,-0.2
Cc1ccc(-c2cc(C(=O)N3N=C(C(F)F)CC3(O)C(F)F)c3ccccc3n2)cc1C (stereo unspecified),-8,-7,0.0,-14,-6,-1.5,3.8,1,2.0
Cc1ccc(-c2nc3ccc(Cl)cc3n2OC(C)C(=O)O)cc1 (stereo unspecified),-5,4,-2.4,15,-5,-2.9,0.4,29,0.7
c1ccc2c(c1)Cn1nnnc1-2,/,-3,-3.0,3,1,-3.8,1.6,12,1.1
Cc1cc([N+](=O)[O-])nn1CCC(=O)NC1CCCCCC1,-2,-15,-1.6,-5,0,-2.2,1.4,16,-0.8
COc1ccc(Nc2ncnc3c2c(C)c(C)n3CCCN(C)C)cc1,-8,6,-1.9,-4,3,-1.8,0.4,1,0.7
Cc1ccc(C)c(C(=O)CN2C(=O)c3ccccc3S2(=O)=O)c1,1,7,-1.2,-9,-1,-1.3,-0.4,10,-0.4
CCn1c(=O)c2ccccc2n(Cc2ccc([N+](=O)[O-])cc2)c1=O,-10,13,-0.4,-4,-9,-1.2,-0.4,5,-0.4
O=C(OCCC1Oc2cccnc2NC1=O)c1ccc(Cl)cc1 (stereo unspecified),-3,6,-4.5,-6,-2,-1.6,3.4,-56,1.8
CCc1ccc(N2CC(C(=O)OC)CC2=O)cc1 (stereo unspecified),0,3,-2.1,-11,-3,-2.0,-0.4,37,0.0
CCc1ccc(OCC(=O)O/N=C(\N)c2cccnc2)cc1,-6,0,-1.5,-6,-22,-0.6,1.0,22,-2.1
O=C1NC(c2ccncc2)Nc2sc3c(c21)CCCC3 (stereo unspecified),-8,3,-3.6,-8,-3,-5.7,0.4,98*,0.0
O=C(Nc1ccccc1N1CCOCC1)c1cccc(Oc2ccccc2)c1,-8,-17,-2.3,1,-30,-2.8,0.7,37,-1.5
Cc1ccc(Nc2nc3c(c(=O)[nH]2)CCCC3)cc1,-4,-8,-3.4,-2,-5,-2.0,-0.2,6,-0.5
CCN(CC)CCn1c(NC(=O)c2ccc(Cl)cc2)nc2ccccc21,-8,12,-2.3,-1,10,-1.4,-0.2,3,-1.6
Cc1ccc(/C=C/C(=O)N2CCCN(C(=O)/C=C/c3ccc(C)cc3)CC2)cc1,-11,10,-0.7,0,-25,-5.4,-0.3,-14,-2.1
O=C(c1ccc(Cl)cc1)c1ccccc1C(=O)N1CCOCC1,-5,0,-0.8,0,-8,-1.3,0.4,-2,0.7

# Results in OXTR ag, PHOSPHO1 inh and IMP-1 inh (three entries from above):
Structure	OXTR ag	PHOSPHO1 inh	IMP-1 inh
CCn1c(=O)c2ccccc2n(Cc2ccc([N+](=O)[O-])cc2)c1=O	-0.4	5	-1.2
O=C(OCCC1Oc2cccnc2NC1=O)c1ccc(Cl)cc1 (stereo unspecified)	1.8	-56	-1.6
CCc1ccc(N2CC(C(=O)OC)CC2=O)cc1 (stereo unspecified)	0.0	37	-2.0

# Additional records follow.
SMILES,GalR3 antagonist,HCV NS3 hel inh,VIM-2 inh,GPR7 antag,DNA FID counter,IMP-1 inh,V1R ag counter,PHOSPHO1 inh,OXTR ag
Cc1cnc(C)c(N2CCN(Cc3cn(C)nc3-c3cccc(Cl)c3)CC2)n1,-7,-2,-2.8,-3,-5,-3.2,-0.2,2,-1.1
CCOC(=O)C1=C(C)N(c2ccccc2)C(=O)/C1=C\c1ccc(O)c(OC)c1,-4,14,4.5,-7,-5,-3.5,0.6,-11,1.4
CSCCCNC(=S)Nc1ccc(N2CCOCC2)cc1N1CCOCC1,-6,0,-1.0,-5,-3,-2.0,-0.2,18,0.2
CS(=O)(=O)N(CC(=O)O)Cc1cccc(CN(CC(=O)O)S(C)(=O)=O)c1,5,9,-1.0,0,2,-2.9,0.6,4,0.3
COc1ccc([N+](=O)[O-])cc1NC(=O)C1CCCCC1C(=O)O (stereo unspecified),1,-6,-2.5,-8,0,-1.0,1.0,-11,0.0
Cc1ccc(NC(=O)CSc2nc3ncc(Cl)cc3[nH]2)c(C)c1,2,-2,-1.9,-6,-12,-1.2,7.8,24,1.5
Cn1c(=O)[nH]c(=O)c2c1nc(N1CCCCCC1)n2Cc1cccc2ccccc12,1,4,-2.0,-2,2,-4.8,-0.6,9,-1.4
CCOC(=O)N1CCN(c2nc(N(c3ccccc3)c3ccccc3)nc(-n3ccnc3)n2)CC1,-3,23,-2.2,-7,-7,-4.2,0.8,37,-0.7
Cc1cc(CN(C)C(=O)c2ccc(OC3CCN(S(=O)(=O)N(C)C)CC3)cc2)n[nH]1,-10,0,-1.4,-4,-39,-2.6,1.7,30,2.0
O=C(Nc1ccc(Oc2ccsc2C(=O)O)cc1)c1ccccc1F,-11,10,-1.3,0,-12,-0.6,0.3,36,0.0
Cc1cc(-c2ccco2)n(CC(=O)O)n1,1,-3,-3.0,-5,6,-3.5,0.0,-25,0.8
Cc1ccc(C(=O)Nc2ccc(O)cc2C(=O)O)cc1C,-8,2,0.2,-3,-4,0.1,-0.5,-1,-0.8
Cn1c(CN2CCOCC2)nc2cc(NC(=O)c3ccc(F)cc3)ccc21,-10,7,-4.1,-12,2,-3.4,0.8,-2,-0.1
COc1cc(CCC(=O)OCC(=O)Nc2c(F)cccc2F)cc(OC)c1OC,-8,4,-0.2,-7,-17,-4.8,2.4,11,2.3
CCOc1ccc(CNC(=O)CS(=O)(=O)Cc2nc(-c3ccc(OC)cc3)oc2C)cc1,/,11,-1.9,12,-36,-0.9,7.0,23,4.9
O=C(/C=C1\SC(=O)NC1=O)Nc1ccc(C(=O)O)cc1,-5,-2,2.8,11,10,-0.3,0.6,37,0.5

# PHOSPHO1 inh: hit marks shown above
Structure,GalR3 antagonist,HCV NS3 hel inh,VIM-2 inh,GPR7 antag,IMP-1 inh,PHOSPHO1 inh
O=C1NC(c2ccncc2)Nc2sc3c(c21)CCCC3 (stereo unspecified),-8,3,-3.6,-8,-5.7,98*

# An unsorted share of the library; 4.3% or so of the library scored in one or more.
